Assay outcomes from PubChem.
VLA-4 inh = inhibition in human VLA-4 binding assay, primary screen, VLA-4 allosteric modulator project, MLPCN library, flow cytometry, VLA-4 expressing cells | Integrin alpha-4 (Homo sapiens), P13612 | ligand binding flow cytometry | inhibition, % (about 7 µM as worked out from the volumes in the protocol) | actives 0.2% (n = 330,000); in the data active = inhibition above about 50%
MEX-5 binding = MEX-5 zinc finger RNA-binding disruptors – biochemical, C. elegans, fluorescence polarization, MLPCN library, primary screen | MEX-5/FITC-TCR2 RNA binding; active compounds read low | actives 0.38% (n = 300,000) | Zinc finger protein mex-5 (Caenorhabditis elegans), Q9XUB2 | activity score (negative = inhibition of binding), % at 10 µM;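 active = inhibition past about -25% in most replicates, and total fluorescence under double the plate's negative control median, limit read from the data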;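 also: 0% = DMSO and -100% = 5 µM competing unlabeled TCR2 RNA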
Target sequence (Q9XUB2 whole entry, looked up): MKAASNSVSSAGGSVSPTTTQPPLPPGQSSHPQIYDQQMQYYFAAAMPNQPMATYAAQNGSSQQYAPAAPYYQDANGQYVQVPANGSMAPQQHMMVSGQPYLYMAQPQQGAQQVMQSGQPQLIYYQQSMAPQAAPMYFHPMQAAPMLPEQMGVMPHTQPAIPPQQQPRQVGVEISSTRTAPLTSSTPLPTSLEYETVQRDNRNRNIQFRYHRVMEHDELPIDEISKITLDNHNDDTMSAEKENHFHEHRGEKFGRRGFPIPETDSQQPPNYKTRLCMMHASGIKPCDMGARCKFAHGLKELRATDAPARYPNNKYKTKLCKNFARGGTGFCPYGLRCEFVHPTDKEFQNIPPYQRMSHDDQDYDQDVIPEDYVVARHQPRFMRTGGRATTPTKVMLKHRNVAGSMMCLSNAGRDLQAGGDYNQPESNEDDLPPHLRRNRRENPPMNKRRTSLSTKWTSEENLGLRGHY
AGP1-GFP MLPCN = modulators of AGP1-GFP expression in yeast TOR pathway, primary screen, cell-based, multiplex flow cytometry, S. cerevisiae, MLPCN library. 3 h; GFP as percent of DMSO wells. GFP response vs DMSO, % at 10 µM. actives 0.02% (n = 320,000);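 active = GFP response relative to DMSO above a set limit, near screen average plus 3 SD, cut at about 150% in these data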;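 also: median GFP channel fluorescence of the gated AGP1 strain per well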
GRK2 inh = compounds blocking aptamer binding on GRK2 – biochemical, human GRK2, bead flow cytometry, HTS, primary screen; FAM-aptamer displacement from GRK2; actives 0.59% (n = 330,000); Beta-adrenergic receptor kinase 1 (Homo sapiens), P25098; inhibition of aptamer binding, % at 10 µM;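 active = inhibition of aptamer binding above 40%, roughly 3 SD of noise, on plates passing a quality check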;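 also: median bead fluorescence of bound FAM aptamer so fluorescent compounds give negative values; no value below 0 was filed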
BCLXL inh = inhibitors of human Bcl-xL, primary screen, biochemical, fluorescence polarization, HTS; inhibition, % at 10.9 µM; actives 0.7% (n = 320,000); GST-Bcl-xL / FITC-Bim BH3 peptide fluorescence polarization; Bcl-2-like protein 1 (Homo sapiens), Q07817;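 active = inhibition above the mean of all tested compounds plus 3 SD, cutoff set per campaign, cut at about 30% in these data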;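 also: 0% = DMSO wells and 100% = unlabeled Bim-BH3 peptide competitor; inhibitors lower millipolarization by displacing the labeled peptide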
Target sequence (Q07817 whole entry, looked up): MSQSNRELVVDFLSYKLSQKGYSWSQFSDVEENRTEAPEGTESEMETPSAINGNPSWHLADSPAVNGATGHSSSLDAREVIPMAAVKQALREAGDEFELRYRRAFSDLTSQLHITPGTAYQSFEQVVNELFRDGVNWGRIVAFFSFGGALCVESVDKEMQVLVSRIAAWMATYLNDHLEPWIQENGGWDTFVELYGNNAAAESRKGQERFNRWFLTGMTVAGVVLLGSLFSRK
CIT2-GFP yeast = modulators of CIT2-GFP expression in yeast, primary screen, S. cerevisiae, GFP fusion, multiplex flow cytometry, MLPCN library; AID 2029, 2009; actives 0.065% (n = 320,000); S. cerevisiae CIT2-GFP strain, 3 h; 100 means same as DMSO wells; GFP response vs DMSO, % at 10 µM;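 active = GFP response relative to DMSO above a set limit, near the screen mean plus 3 SD, cut at about 150% in these data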;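 also: ratio of well median GFP fluorescence to mean of DMSO wells on the plate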
MCL1 BIM primary = inhibitors of MCL1 binding to BIM-BH3, primary screen, biochemical, fluorescence polarization | inhibition, % at 10.9 µM | actives 0.68% (n = 320,000) | GST-MCL1 / FITC-Bim-BH3 fluorescence polarization;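 active = inhibition above the mean inhibition of all tested compounds plus 3 SD, set per campaign, cut at about 40% in these data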;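 also: 0% = DMSO wells and 100% = unlabeled Bim-BH3 peptide control; higher means more loss of mP so more displacement of Bim peptide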
Target sequence (Q07820 whole entry, looked up): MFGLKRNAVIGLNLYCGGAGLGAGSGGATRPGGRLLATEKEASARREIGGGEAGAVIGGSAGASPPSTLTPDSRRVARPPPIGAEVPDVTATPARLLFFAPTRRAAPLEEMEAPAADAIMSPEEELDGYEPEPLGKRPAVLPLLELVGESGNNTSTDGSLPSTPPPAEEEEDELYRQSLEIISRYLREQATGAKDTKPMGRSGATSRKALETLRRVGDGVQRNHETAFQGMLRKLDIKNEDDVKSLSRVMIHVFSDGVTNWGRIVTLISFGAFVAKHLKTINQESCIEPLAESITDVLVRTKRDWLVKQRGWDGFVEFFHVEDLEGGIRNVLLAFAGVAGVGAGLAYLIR
GLD-1 RNA inh = GLD-1/TGE RNA complex disruptors, primary screen, biochemical, fluorescence polarization; inhibition, % at 5.96 µM; Female germline-specific tumor suppressor gld-1 (Caenorhabditis elegans), Q17339; purified GLD-1 + fluorescein TGE RNA; actives 0.44% (n = 320,000);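 active = percent inhibition above a per-plate cutoff, the plate mean of test compounds plus 3 SD, cut at about 30% in these data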;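 also: 0% = DMSO wells with GLD-1 and probe and 100% = wells lacking GLD-1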
CR mimetic SO = reduction of superoxide in aged yeast, primary screen, HTS. S. cerevisiae aged cells, superoxide DHE fluorescence; active compounds read low. superoxide response (% of plate mean), % at 10 µM. actives 0.18% (n = 330,000);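 active = superoxide response under a set limit, about three screen SD below normal, cut at about 65% in these data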;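 also: yeast aged for seven days with compound at 30 °C before DHE staining; 100% = average MFI of all compound-treated wells on the plate with controls excluded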
* hit, by the source's call; i = inactive; · = not tested or not shown.

SMILES	VLA-4 inh	MEX-5 binding	AGP1-GFP MLPCN	GRK2 inh	BCLXL inh	CIT2-GFP yeast	MCL1 BIM primary	GLD-1 RNA inh	CR mimetic SO
Cc1nnc(NC(=O)c2ccc3c(c2)C(=O)N(CC2CCCO2)C3=O)s1 (centres undefined)	11	0.3	101	1	0	106	-1	1	104
COC(=O)c1ccc2c(=O)[nH]c(COC(=O)c3cccc(S(=O)(=O)N4CCOCC4)c3)nc2c1	0	-2.5	108	2	3	93	-4	9	98
O=C(NC(=S)Nc1ccc(N2CCCCC2)cc1)c1cccs1	-3	0.7	99	0	5	102	3	6	73
CCn1nc(C(=O)OCC(=O)NC(C)C)c2ccccc2c1=O	-13	-1.5	98	1	-1	92	-7	-8	133
O=C(c1ccc(F)cc1)C1CCN(C(=O)N2CCOCC2)CC1	7	0.4	104	2	-1	96	-1	4	100
COc1ccc(NC(=O)CSc2nnc(-c3ccncc3)n2C)cc1	9	0.9	98	3	6	87	2	-2	102
CCN(C(=O)C1CCCN(c2ncnc3c2nc2n3CCCCC2)C1)c1cccc(Cl)c1 (centres undefined)	4	-0.2	90	1	8	91	5	4	108
CCSc1ccccc1C(=O)Nc1cc(C)on1	9	0.4	103	0	7	104	8	1	95
COc1ccc(C(=O)N/N=C/C(Br)=C/c2ccccc2)cc1	0	2.4	97	4	8	100	4	0	109
O=C(c1ccc(S(=O)(=O)N2CCCC2)cc1)N(Cc1ccco1)C1CCS(=O)(=O)C1 (centres undefined)	-1	1.6	109	3	2	109	4	1	104
Cc1ccc(-c2nc(NC(=O)CSc3nnc(C)s3)ns2)cc1	10	0.0	104	5	0	104	-1	2	92
Cc1cc(Nc2cccc(Cl)c2C)n2ncnc2n1	-15	1.1	112	0	2	101	0	-1	104
Cc1cccc(C)c1NC(=O)CS(=O)CC(=O)NC1CCN(Cc2ccccc2)CC1 (centres undefined)	8	1.5	97	1	-4	92	-2	-2	111
CSc1ccc(C(=O)N2CCC(n3nccc3NC(=O)C3CC3)CC2)cc1	10	2.6	97	1	3	95	0	-3	102
COc1cc(NC(C)CCCN)c2ncccc2c1Oc1ccccc1 (centres undefined)	5	2.9	99	0	3	98	13	-4	122
COc1ccc(Cn2c(=O)oc3ccccc32)cc1F	4	-3.3	101	0	3	100	4	4	95
CN(C(=O)Cn1cc(C(F)(F)F)ccc1=O)c1c(N)n(Cc2ccccc2)c(=O)[nH]c1=O	1	-3.7	109	0	2	98	-3	2	92
CC(SCc1ccccc1)C(=O)Nc1ccccc1F (centres undefined)	15	0.9	84	1	5	84	3	1	101
O=C(CCN1C(=O)CSc2ccccc21)Nc1cccc(C(F)(F)F)c1	4	·	114	1	-3	111	-1	-4	87
O=C(Nc1ccc(Cl)cc1)N1CCC(c2nc(-c3cccs3)no2)CC1	-4	3.0	94	4	-1	96	0	1	90
COc1ccc(S(=O)(=O)NCC(c2ccc3c(c2)OCO3)N2CCOCC2)cc1 (centres undefined)	-12	0.2	104	0	5	108	4	2	87
CCN(CC)c1ccc(/C=C(\C#N)C(=O)c2ccc(Br)cc2)cc1	i	-16	98	0	52*	102	45*	63*	93
COc1ccc(CNc2cc(C)nc3ccc(OC)cc23)cc1	-3	4.6	92	0	0	95	0	6	104
Cc1ccc(Cl)cc1N1CCN(C(=O)Cc2csc(Nc3nc(=S)[nH]c4ccccc34)n2)CC1	0	-2.7	101	0	10	103	6	-5	94
Cc1ccc(C)c(OCC(=O)NNC(=O)CSC(=S)N2CCCC2)c1	-2	1.3	99	0	-4	103	-1	6	102
Clc1ccccc1-c1nn2c(Cn3cnc4ccccc43)nnc2s1	-6	0.4	102	3	1	96	1	-8	82
COc1cccc(-c2nc(N3CCCC3)c3ccccc3n2)c1O	-16	1.2	94	0	0	92	0	3	96
O=C(NCc1ccco1)c1c(F)c(F)c(F)c(C(=O)NCc2ccco2)c1F	22	0.9	103	1	5	105	7	4	105
CC1CN(C(=O)N2c3ccccc3Sc3ccccc32)CC(C)O1 (centres undefined)	13	0.0	109	2	3	106	-2	3	96
Cc1cc(C(=O)CC#N)c(C)n1CC(F)(F)F	16	-2.0	103	0	5	121	5	2	80
Cc1ccc(NC(=O)c2cc(S(=O)(=O)N(C)C)ccc2N2CCCC2)cc1S(=O)(=O)N(C)C	2	1.6	108	4	-8	98	-13	9	93
Cc1nn(CC#N)c(=O)n1-c1ccc(Cl)cc1	-2	0.0	111	1	1	126	-4	1	100
N#CCC(=O)Nc1ccc(C(=O)Nc2cccc(S(N)(=O)=O)c2)cc1	6	0.8	105	0	4	90	-2	3	103
Cc1ccc(S(=O)(=O)N2CCN(S(=O)(=O)N3CCCCCC3)CC2)cc1	13	1.1	90	0	-2	89	-3	4	100
C=CCn1c(NCc2ccc(OC)cc2O)nc2ccccc21	3	-0.9	103	2	2	109	7	0	113
CCOC(=O)C1CCCN(C2CC(=O)N(c3cccc(C(F)(F)F)c3)C2=O)C1 (centres undefined)	-11	-0.4	104	2	6	105	1	2	97
C/C(=N\NC(=O)CNC(=O)c1ccco1)c1ccc(Br)cc1	2	-0.3	94	0	-5	100	-8	1	111
Cc1ccc(S(=O)(=O)N2CCCCC2)cc1C(=O)NCCN1CCOCC1	3	·	106	2	1	97	1	4	98
O=C(NCc1ccc2c(c1)OCO2)c1cc(=O)[nH]c2ccccc12	-15	-0.3	107	1	3	96	1	-1	102
O=C1CC(c2ccc(F)cc2)Cc2nc(NCC3CCCO3)ncc21 (centres undefined)	6	-3.2	98	1	-11	93	4	6	109

Some of the entries above, reformatted.
canonical_smiles,VLA-4 inh,MEX-5 binding,AGP1-GFP MLPCN,GRK2 inh,BCLXL inh,CIT2-GFP yeast,MCL1 BIM primary,GLD-1 RNA inh,CR mimetic SO
N#CCC(=O)Nc1ccc(C(=O)Nc2cccc(S(N)(=O)=O)c2)cc1,6,0.8,105,0,4,90,-2,3,103
O=C1CC(c2ccc(F)cc2)Cc2nc(NCC3CCCO3)ncc21 (centres undefined),6,-3.2,98,1,-11,93,4,6,109

New compounds follow.
SMILES	VLA-4 inh	MEX-5 binding	AGP1-GFP MLPCN	GRK2 inh	BCLXL inh	CIT2-GFP yeast	MCL1 BIM primary	GLD-1 RNA inh	CR mimetic SO
NC(=O)c1cc([N+](=O)[O-])ccc1NCCc1ccccc1	7	-1.6	97	2	·	106	·	·	94
CCOC(=O)c1cc2c(nc1C)-c1cc(Cl)cc(Cl)c1OC2O (centres undefined)	-6	-0.3	94	0	2	100	3	-8	98
CCCNc1nc2c(c(=O)[nH]c(=O)n2C)n1Cc1ccc(F)cc1	5	0.8	100	0	-2	99	-3	7	109
CC1(C(=O)O)Cc2ccccc2C(=O)O1 (centres undefined)	-2	1.5	108	1	0	107	-5	3	116
CC(=O)N/C(=C\c1ccccc1)C(=O)OC(C)C(=O)Nc1ccccc1F (centres undefined)	8	·	89	2	4	81	9	-1	119
Cc1cc(N=Nc2ccc3ccccc3c2)ccc1O	11	-1.5	91	1	1	97	0	0	99
C=C(C)CN(CC)C(=O)CSc1nc(O)cc(=O)n1C1CCCC1	-2	2.0	97	0	-3	95	-4	3	101
O=C(NCCN1CCOCC1)Nc1ccccc1	-8	·	108	0	0	96	-7	3	113
C=CCNC(=O)c1ccc2c3n(nc2c1)-c1ccccc1CO3	-5	1.8	89	0	5	86	6	0	89
OCCCNc1nc(-c2ccccc2)c2cc(Br)ccc2n1	1	0.9	79	0	2	91	-4	-1	79
CC1CN(C(=S)Nc2ccc(Cl)cc2)CC(C)O1 (centres undefined)	17	1.1	100	0	2	106	10	-3	108
Cc1nn(-c2cccc(C(F)(F)F)c2)c(Cl)c1/C=N/Nc1cccc(C(=O)O)c1	10	-0.8	91	0	-3	88	-2	4	93
CNC(=O)Nc1ccc(Cl)cc1	13	-2.2	105	0	3	102	3	4	93
CN1CCN(C(=O)c2ccc(-c3ccccc3)cc2)CC1	14	3.9	97	0	8	96	5	13	103
COc1ccccc1CNC(=O)CSc1ccccc1	-5	-1.5	116	1	2	121	8	1	98
Nn1c(Nc2ccccc2)nc2sc3c(c2c1=O)CCCC3	3	3.8	103	0	2	95	-1	4	120
COc1ccc(C(=O)N/N=C/c2cn[nH]c2-c2ccc(OC)cc2OC)cc1	11	0.2	104	6	-1	109	-4	3	102
CC(=O)c1c(NCCc2ccccc2)cc(C)oc1=O	-10	-1.7	96	0	1	106	10	3	103
CC1CN(C(=O)CSc2ncnc3sccc23)CC(C)O1 (centres undefined)	5	-5.1	107	2	-16	109	-18	-21	103
COC(=O)Nc1ccc(N2CCOCC2)c(S(=O)(=O)N2CCOCC2)c1	7	-0.6	101	0	6	96	0	1	102
Cc1cc(C)n2nc(SCc3nnc(SCCCCl)o3)nc2n1	23	-1.1	103	0	4	105	2	-9	96
CCN(CC)CCCn1c(=S)[nH]c2ccc(Cl)cc2c1=O	0	-1.0	92	0	1	88	-2	-3	109
COc1cc(Cc2nc3ccc(S(=O)(=O)N4CCOCC4)cc3[nH]2)cc(OC)c1OC	15	1.9	101	1	4	117	7	1	109
Nc1ccc2oc3ncccc3c(=O)c2c1	-18	-0.8	108	2	0	101	5	16	101

Grouped by structure, those above containing an NH in an aromatic ring
SMILES	VLA-4 inh	MEX-5 binding	AGP1-GFP MLPCN	GRK2 inh	BCLXL inh	CIT2-GFP yeast	MCL1 BIM primary	GLD-1 RNA inh	CR mimetic SO
COC(=O)c1ccc2c(=O)[nH]c(COC(=O)c3cccc(S(=O)(=O)N4CCOCC4)c3)nc2c1	0	-2.5	108	2	3	93	-4	9	98
CN(C(=O)Cn1cc(C(F)(F)F)ccc1=O)c1c(N)n(Cc2ccccc2)c(=O)[nH]c1=O	1	-3.7	109	0	2	98	-3	2	92
Cc1ccc(Cl)cc1N1CCN(C(=O)Cc2csc(Nc3nc(=S)[nH]c4ccccc34)n2)CC1	0	-2.7	101	0	10	103	6	-5	94
O=C(NCc1ccc2c(c1)OCO2)c1cc(=O)[nH]c2ccccc12	-15	-0.3	107	1	3	96	1	-1	102
CCCNc1nc2c(c(=O)[nH]c(=O)n2C)n1Cc1ccc(F)cc1	5	0.8	100	0	-2	99	-3	7	109
COc1ccc(C(=O)N/N=C/c2cn[nH]c2-c2ccc(OC)cc2OC)cc1	11	0.2	104	6	-1	109	-4	3	102
CCN(CC)CCCn1c(=S)[nH]c2ccc(Cl)cc2c1=O	0	-1.0	92	0	1	88	-2	-3	109
COc1cc(Cc2nc3ccc(S(=O)(=O)N4CCOCC4)cc3[nH]2)cc(OC)c1OC	15	1.9	101	1	4	117	7	1	109

Quoted from the listing.
COc1ccc(C(=O)N/N=C/C(Br)=C/c2ccccc2)cc1 in BCLXL inh is listed with 8
O=C(c1ccc(F)cc1)C1CCN(C(=O)N2CCOCC2)CC1 in CR mimetic SO is listed with 100
N#CCC(=O)Nc1ccc(C(=O)Nc2cccc(S(N)(=O)=O)c2)cc1 in BCLXL inh is listed with 4

Hits appear at their usual frequency; about 2.1% have a hit in one of these screens.
